Screening results deposited in PubChem by Johns Hopkins Ion Channel Center.
CHT inh = inhibitors of human choline transporter CHT. CHT-expressing cells, membrane potential dye, choline response; stronger effect = lower value. 310,000 compounds, 0.86% hits. Q9GZV3. B-score at 10 µM;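 active = B-score over 3 SD under the library average, and starting fluorescence ratio not unusually high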;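 note: choline stimulus applied at its EC90 after an EC20 pre-addition; B-score computed on integrated fluorescence ratio after choline addition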
Target sequence (Q9GZV3 whole entry, looked up): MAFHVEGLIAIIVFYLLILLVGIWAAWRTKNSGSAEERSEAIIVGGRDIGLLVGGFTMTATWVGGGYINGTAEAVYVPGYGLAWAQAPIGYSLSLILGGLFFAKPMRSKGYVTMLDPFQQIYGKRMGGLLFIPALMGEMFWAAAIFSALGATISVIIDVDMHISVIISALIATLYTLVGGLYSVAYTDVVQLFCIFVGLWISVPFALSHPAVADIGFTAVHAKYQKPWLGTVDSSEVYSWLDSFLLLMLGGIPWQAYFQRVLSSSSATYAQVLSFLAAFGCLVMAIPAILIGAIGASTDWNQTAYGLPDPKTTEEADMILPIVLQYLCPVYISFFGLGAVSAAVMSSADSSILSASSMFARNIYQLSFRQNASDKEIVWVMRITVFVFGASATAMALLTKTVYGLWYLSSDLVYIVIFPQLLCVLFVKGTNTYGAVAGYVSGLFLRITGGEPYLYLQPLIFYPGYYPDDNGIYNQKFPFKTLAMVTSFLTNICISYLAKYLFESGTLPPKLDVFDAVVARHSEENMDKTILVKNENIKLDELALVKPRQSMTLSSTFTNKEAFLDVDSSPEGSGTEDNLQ
KCNQ2 block = KCNQ2 potassium channel inhibitors, primary screen, cell-based, CHO-K1, FluxOR thallium flux, B-score (AID 2156) | 20 min; stronger effect = lower value | B-score at 10 µM | 310,000 compounds, 1.1% hits;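 active = fluorescence ratio B-score at most minus 3 library SDs, with starting brightness B-score within 2 library SDs, cut at about -5.5 in these data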
Kir21 block = blocks the mouse Kir2.1 inward-rectifier potassium channel | P35561 | B-score at 10 µM | AID 1672 | HEK293-Kir2.1, FluxOR thallium flux fluorescence; stronger effect = lower value | 310,000 compounds, 0.85% hits;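 active = fluorescence ratio B-score at or below minus 3 SD of library scores, with starting-brightness B-score within 2 SD, cut at about -4.2 in these data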;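 note: channel flux triggered by added potassium and thallium sulfate stimulus; B-score of peak minus minimum fluorescence over baseline after thallium stimulus; more negative B-score means stronger Kir2.1 block with less thallium influx; some compounds called inactive have numbers as strong as hits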
Target sequence (P35561 whole entry, looked up): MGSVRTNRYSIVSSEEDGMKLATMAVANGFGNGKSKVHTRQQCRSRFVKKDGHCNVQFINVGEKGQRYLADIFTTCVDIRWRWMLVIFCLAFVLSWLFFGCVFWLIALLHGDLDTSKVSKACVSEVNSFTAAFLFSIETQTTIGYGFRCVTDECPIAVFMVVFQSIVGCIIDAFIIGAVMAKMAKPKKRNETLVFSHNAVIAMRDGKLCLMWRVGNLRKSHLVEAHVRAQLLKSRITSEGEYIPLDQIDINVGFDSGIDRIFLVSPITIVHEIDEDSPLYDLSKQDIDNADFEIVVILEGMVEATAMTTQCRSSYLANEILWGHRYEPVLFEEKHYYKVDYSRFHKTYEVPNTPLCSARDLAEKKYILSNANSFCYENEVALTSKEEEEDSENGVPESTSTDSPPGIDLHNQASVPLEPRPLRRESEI
The depositor's hits bear a star; i = inactive; . = not tested or not shown.

SMILES	CHT inh	KCNQ2 block	Kir21 block
CC(=O)C1=C(O)C(=O)N(Cc2ccccc2)C1c1cccc([N+](=O)[O-])c1 (stereo not given)	i	i	0
N/C(=N\OC(=O)CCCC(=O)O)c1ncc(C(F)(F)F)cc1Cl	i	i	0.75
COc1ccc(CNC(=O)C(=O)NC2CCC(C)CC2)cc1 (stereo not given)	i	i	0.53
COc1ccc(C)cc1NS(=O)(=O)c1cn(C)c(=O)n(C)c1=O	i	i	-0.04
CCOC(=O)c1cnn(-c2cc(C)nc3c(-c4ccccc4)c(C)nn23)c1N	i	i	0.27
CCc1ccc(C2=NNC(=Nc3c(C)n(C)n(-c4ccccc4)c3=O)SC2)cc1	i	i	2.3
Cc1cc(S(=O)(=O)NCc2ccco2)c(C)cc1Cl	i	i	0
COC(=O)COc1ccc2c(=O)c(Oc3ccccc3)c(C)oc2c1	i	i	0.65
CCOc1nc(NC(C)C)nc(NC(C)C)n1	i	i	1.2
COc1ccc(-c2cc(C(F)(F)F)nc(SCc3cccc(C(=O)O)c3)n2)cc1	i	i	-2.2
CCc1noc(C)c1C(=O)Nc1sc(C(=O)N(C)C)c(C)c1C#N	i	i	0.93
O=C(Nc1cc(Cl)ccc1N1CCCCC1)c1cccs1	i	i	-0.95
N=c1n(CCN2CCCCC2)c2ccccc2n1CC(=O)c1ccc(Cl)c(Cl)c1	-5.4*	i	-4.8*
Cc1[nH]c2ccccc2c1/C=N/NC(=O)c1ccc(N)cc1	i	i	1.4
C/C=C/c1ccc(OCCCN2C(=O)NC(C)(C)C2=O)c(OC)c1	i	i	0.47
CCC(C)[C@H](NC(=O)N1CCn2c1nc1ccccc12)C(=O)NCc1ccccc1 (stereo not given in full)	i	i	1.6
O=C(CSc1ccccc1C(=O)O)NC1CCCCCCC1	i	i	-0.6
COc1ccccc1NC(=O)Nc1c(C)n(C)n(-c2ccccc2)c1=O	i	i	0.03
COc1ccccc1CC(=O)Nc1ccc(O)cc1C(=O)O	i	i	0.59
CC(=O)c1cccc(CN2CCN(Cc3ccc(F)cc3)C(CCO)C2)c1 (stereo not given)	i	i	0.88
COc1ccc(CC(=O)N2CCN=C2SCc2cccc([N+](=O)[O-])c2)cc1	i	i	-0.24
O=C(COC(=O)CCc1nc2ccccc2c(=O)[nH]1)NCc1ccc(F)cc1	i	i	0.43
COc1cc(OC)c2c(-c3ccccc3)cc(=O)oc2c1	i	i	-0.58
Cn1cc(Cl)c(C(=O)OCC(=O)Nc2cccc(Cl)c2)n1	.	i	-2
COc1ccc(Nc2cc(C)nc3ccc(OC)cc23)cc1	i	i	-2.4
CCc1ccc(NC(=O)CN(c2cc(C)cc(C)c2)S(=O)(=O)c2c(C)[nH]c(=O)[nH]c2=O)cc1	i	i	-1.4
Cc1cccnc1NC(=O)c1c(O)c2ccccc2n(C)c1=O	i	i	0.56
Cc1cccc(N(C)c2ccc3cc(S(=O)(=O)N4CCCC4)ccc3n2)c1	i	i	0.67
COc1cc(OC)c(C2CC(=O)N3CN(c4ccc(C)cc4)CSC3=C2C#N)cc1OC (stereo not given)	i	i	0.38
Cc1ccc2c(=O)c(C(=O)NCc3cccs3)c[nH]c2c1	i	i	-0.41
COc1ccccc1-c1nnc(SC2CCc3ccccc3NC2=O)s1 (stereo not given)	i	i	0.36
CCCCN1C(=O)C(=O)N(CC(=O)Nc2sc(CC)cc2C(=O)OCC)C1=O	i	i	-0.03
CN(C)S(=O)(=O)c1cccc(NC(=O)c2cc3c(=O)n4ccccc4nc3s2)c1	i	i	-0.12
C=CCNc1ncnc2c1ncn2C1OC(CO)C(O)C1O (stereo not given)	-6*	i	1.2
CCC(=O)Nc1nonc1-c1nc2ccccc2n1CCC(C)C	i	i	0.46
CC(C)[C@H](NC(=O)OCc1ccccc1)C(=O)OCC(=O)Nc1ccc(N2CCOCC2)cc1	i	i	1.6
COc1ccc(CCNC(=O)C(=O)c2c[nH]c3ccccc23)cc1OC	i	i	1.3
C/C(=N\Nc1cccc([N+](=O)[O-])c1)c1cc2ccccc2o1	i	i	-1.3
Cc1ccc(Cc2nnc3n(-c4cccc(C)c4)nc(C(=O)c4ccccc4)n3c2=O)cc1	i	i	0.16
CNC(=O)c1ccc(C)c(NC(=O)C2=C(C)OCCS2)c1	i	i	0.75
Cc1ccc(OCC(=O)Nc2ccccc2Sc2ccc(Cl)cc2)c([N+](=O)[O-])n1	i	i	-1.4
CCN(c1ccccc1)S(=O)(=O)c1ccc(F)cc1	i	i	-6.2*
O=C(CCn1cnc2ccccc2c1=O)Nc1cccc(Cl)c1Cl	i	i	1.2
CCC(=O)N1CCc2cc(S(=O)(=O)NCCC(=O)NCc3ccc(F)cc3)ccc21	i	i	-0.61
COC(=O)c1nc(-c2ccccc2)oc1N(C)C	i	i	-1.4
CCOC(=O)c1cnc2c(ccc3ccccc32)c1Cl	i	i	0.01
CCOC(=O)Cc1csc(NC(=S)NC(=O)c2ccc(Cl)cc2)n1	i	i	1.5
CS(=O)(=O)c1cccc(C(=O)Nc2ccccc2Cc2ccccc2)c1	i	i	-0.49
COc1ccc(-c2onc3ccc(Br)cc23)cc1	i	i	0.39
Cn1c(=O)c2sccc2n2c(CCCC(=O)NCc3ccc(F)cc3)nnc12	i	i	-1.2
CCc1ccccc1N(CC(=O)Nc1cccnc1)S(=O)(=O)c1ccccc1	i	i	-0.56
CCC(OC(=O)c1nsc(Cl)c1Cl)C(=O)NC(C)(C)C (stereo not given)	i	i	-1.9
CCCC(=O)Nc1ccc(C(=O)NCc2ccccc2Cl)cc1	i	i	0.53
CC(C)(C)SCCNS(=O)(=O)c1ccc(F)cc1	i	i	1.2
O=C(Nn1c(O)c(C=C2N=c3ccccc3=N2)sc1=S)c1cccc(Cl)c1	i	i	-0.53
Cc1c(CN2CCCC(C)C2)c(O)n(CCO)c(=O)c1C#N (stereo not given)	i	i	0.79
CN1CCN(NS(=O)(=O)c2ccc(Cl)s2)CC1	i	i	-0.12
O=C(NCc1cccnc1)c1ccc(COc2ccccc2Br)cc1	i	i	1.4
O=C1CC(C(=O)Nc2ccc(O)c(C(=O)O)c2)C(c2ccccc2)O1 (stereo not given)	i	i	-0.22
C=CCOC(=O)Cn1cnc2c(sc3nc(C)cc(C)c32)c1=O	i	i	1.6

Record cards, as listed above. Order of values: CHT inh, KCNQ2 block, Kir21 block
`COc1ccc(-c2onc3ccc(Br)cc23)cc1` as listed: i, i, 0.39
`CN1CCN(NS(=O)(=O)c2ccc(Cl)s2)CC1` as listed: i, i, -0.12
`O=C(NCc1cccnc1)c1ccc(COc2ccccc2Br)cc1` as listed: i, i, 1.4
`CCC(OC(=O)c1nsc(Cl)c1Cl)C(=O)NC(C)(C)C` (stereo not given) as listed: i, i, -1.9
`CCCC(=O)Nc1ccc(C(=O)NCc2ccccc2Cl)cc1` as listed: i, i, 0.53

(list continues)
SMILES	CHT inh	KCNQ2 block	Kir21 block
COc1cc(OC)c(C2=NOC(C(=O)N3CCc4ccccc4C3)C2)cc1Cl (stereo not given)	i	i	0.44
Oc1ccc2ccc3cccc[n+]3c2c1	i	i	-16
COCCn1c(C)cc(C(=O)CSc2nc(C)cc(C)c2C#N)c1C	i	i	0.51
O=C(Nc1cccc([N+](=O)[O-])c1)C1COc2ccccc2O1 (stereo not given)	i	i	1.5
COc1cccc(C2C3=C(CC(C)(C)CC3=O)Nc3cc(OC)c(OC)cc32)c1 (stereo not given)	i	i	1.7
COc1ccc(NC(=O)C=C(C)C)cc1Cl	i	i	0.02
COC(=O)Cn1c(=O)c2c(n(Cc3ccccc3)c1=O)N/C(=C/c1ccc(OC)cc1)C2=O	i	i	1.3
COc1ccc(S(=O)(=O)Nc2ccc(S(=O)(=O)Nc3nccs3)cc2)cc1	i	i	0.77
C[n+]1ccccc1/C=C1\Sc2ccccc2N1CCO	i	i	0.63
O=c1c2c3c(sc2nc2n1CCC2)CCCCC3	i	i	-1.8
CC(C)=CC(=O)Nc1nnc(-c2cccnc2)s1	i	i	-0.55
Cc1cc(Br)ccc1NC(=O)CCS(=O)(=O)c1cccc2nonc12	i	i	-1.3
CN(C)/C=C1/Oc2c(ccc3ccccc23)C1=O	i	i	1.8
NC(=O)CSc1nnc(-c2ccc(O)cc2)n1Cc1ccco1	i	i	1.7
COc1ccc(OC)c(-n2c(C)nc3cc(C(=O)O)ccc32)c1	i	i	0.64
Cc1cc(C)n2nc(C(=O)Nc3ccc(S(=O)(=O)N(C)C)cc3)nc2n1	i	i	0.12
Cc1c(CCC(C)C)c(=O)n2c([nH]c3ccccc32)c1C#N	i	i	-0.32
CCC(=O)c1cc2c(C)cc(=O)oc2c(C)c1OC(=O)C(C)C	i	i	2.2
CCOC(=O)Cc1cc(C)[nH]c1C(=O)OCC	i	i	-1
CC/C(=C(/CC)c1ccc(O)cc1)c1ccc(O)cc1	-7.4*	i	-0.36
Cc1cc(=O)oc2c(C)c(OC(C)C(=O)NCCCn3ccnc3)ccc12 (stereo not given)	i	i	-1.8
CCOc1ccc(C(O)(CCC(C)C)C(CN2CCOCC2)c2ccccc2)cc1 (stereo not given)	i	i	-1.1
COc1ccc(C2SCCN2S(=O)(=O)c2ccc(F)cc2)cc1OC (stereo not given)	i	i	-0.54
Oc1ccc2ccccc2c1/C=N/n1cnnc1	i	i	-1.2

Pulled by structure from the list above, 2 records:
SMILES	CHT inh	KCNQ2 block	Kir21 block
CC(C)=CC(=O)Nc1nnc(-c2cccnc2)s1	i	i	-0.55
Cc1cc(C)n2nc(C(=O)Nc3ccc(S(=O)(=O)N(C)C)cc3)nc2n1	i	i	0.12

Compounds above with a CF3 group (2):
SMILES	CHT inh	KCNQ2 block	Kir21 block
N/C(=N\OC(=O)CCCC(=O)O)c1ncc(C(F)(F)F)cc1Cl	i	i	0.75
COc1ccc(-c2cc(C(F)(F)F)nc(SCc3cccc(C(=O)O)c3)n2)cc1	i	i	-2.2

(next part)
SMILES	CHT inh	KCNQ2 block	Kir21 block
CO/N=C/C(c1ccc(Cl)nc1)S(=O)(=O)c1ccccc1 (stereo not given)	i	i	-1.7
COc1ccc(Br)cc1CN(C)CC(=O)NCCc1ccc(S(N)(=O)=O)cc1	i	i	-4.7*
COc1ccc(NC2=NCC(Cc3ccc(Br)cc3)S2)cc1 (stereo not given)	i	i	-2
COc1ccc(C(=O)NCCc2ccccc2)cc1[N+](=O)[O-]	i	i	0.58
COc1ccc(S(=O)(=O)NCCC(=O)N2CCCC2)cc1N(C)S(C)(=O)=O	i	i	2
CCOC(=O)CSc1nc(NCc2ccco2)c2ccccc2n1	i	i	1.7
O=[N+]([O-])c1cc(/C=N/N2CCN(C3c4ccccc4-c4ccccc43)CC2)ccc1Cl	i	i	0.73
Cc1ccc(C2C3=C(CC(C)(C)CC3=O)Nc3[nH]c(=S)[nH]c(=O)c32)cc1 (stereo not given)	i	i	-0.04
CCc1ccc(N(CC)C(=O)c2ccc3c(Cl)c4c(nc3c2)CCC4)cc1	i	i	1.8
COc1cccc(C(=O)N2CCN(C(=O)Cc3ccccc3)CC2)c1	i	i	0.03
CCCOc1c(Br)cc(C2C3=C(CCCC3=O)N(C)C3=C2C(=O)CCC3)cc1OC	i	i	-1.2
O=C(c1ccc(N2CCOCC2)nc1)N1CCCCC1	i	i	0.09
COCCNC(=S)N/N=C(\C)c1cccc(OC)c1	i	i	-1.6
Cc1ccc(-c2ccc(C(=O)Nc3ccccc3)o2)c2ccccc12	i	-5.7*	0.9
CNc1ccccc(-c2ccc3ccccc3n2)c1=O	i	i	0.16
O=C(CN1CCN(c2ccc(F)cc2)CC1)NCc1ccc(F)cc1	i	i	-0.17
CC(OC(=O)CCc1cc(C(C)(C)C)c(O)c(C(C)(C)C)c1)C(=O)NC1CC1 (stereo not given)	i	i	-4.3*
CC1=CC(C)C2C(=O)N(c3ccccc3)NC(=O)C2C1 (stereo not given)	i	i	1.6
Cc1ccc(/C=N/NC(=O)c2ccncc2)s1	i	i	-0.54
Cc1ccc(NC(=S)Nc2ccc(OC(F)F)c(Cl)c2)cc1F	i	i	0.39
COc1cccc(CN2CCN(Cc3ccccc3C(F)(F)F)CC2)c1	i	i	-0.34
NC(=O)CSc1nnc(Cn2cnc3ccccc32)o1	i	i	1.4
C=CCN(CC=C)C(=O)COn1nnc2ccc(S(=O)(=O)N3CCOCC3)cc21	i	i	-0.2
O=C(Nc1ccccc1)OCc1cc(-c2ccc(Cl)cc2)on1	i	i	0.04
CC(C)(C)/C=N/NC(=O)CNC(=O)c1ccc2c(c1)OCCO2	i	i	-0.86
CCn1ncc(C2=NOC(C(=O)NCCc3ccccc3)C2)c1C (stereo not given)	i	i	-0.21
COCCCNc1nc2ccccc2nc1NS(=O)(=O)c1cc(Cl)ccc1Cl	i	i	0.33
O=C(Nc1ccc2oc(-c3ccncc3)nc2c1)c1ccco1	i	i	-0.3
O=Nc1ccc(NOC(=O)c2ccccc2Br)cc1	i	i	-2.9
CC(C)Cc1nnc(NC(=O)C23CC4CC(CC(C4)C2)C3)s1	i	i	0.26
Cc1cccc(OCC(=O)N/N=C/c2cccn2C)c1	i	i	-1.7
Cc1ccc(C)c(Oc2cc(NC(=O)CCCn3nc(C)c([N+](=O)[O-])c3C)cc([N+](=O)[O-])c2)c1	i	i	0.8
C=CCSc1nnc(N2C(=O)C(O)=C(C(=O)c3ccco3)C2c2ccccc2F)s1 (stereo not given)	i	i	-0.55
CC(C)(C)NC(=O)NC(=O)COC(=O)Cc1coc2ccc3ccccc3c12	i	i	-0.72
CCOc1cc(NC(=O)CCl)c(OCC)cc1NC(=O)CCl	i	i	0.22
